Compound activity as filed in PubChem.
PP1 inh = PP1-alpha (human) inhibition in PP5 counter-screen; purified PP1alpha, OMFP fluorescence; inhibition, % at 6.7 µM; 320,000 compounds, 0.9% hits; AID 2235;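 active means inhibition above the mean inhibition of all tested compounds plus 3 SD, computed separately for each screening campaign, cut at about 15% in these data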
Target sequence (P62136 whole entry, looked up): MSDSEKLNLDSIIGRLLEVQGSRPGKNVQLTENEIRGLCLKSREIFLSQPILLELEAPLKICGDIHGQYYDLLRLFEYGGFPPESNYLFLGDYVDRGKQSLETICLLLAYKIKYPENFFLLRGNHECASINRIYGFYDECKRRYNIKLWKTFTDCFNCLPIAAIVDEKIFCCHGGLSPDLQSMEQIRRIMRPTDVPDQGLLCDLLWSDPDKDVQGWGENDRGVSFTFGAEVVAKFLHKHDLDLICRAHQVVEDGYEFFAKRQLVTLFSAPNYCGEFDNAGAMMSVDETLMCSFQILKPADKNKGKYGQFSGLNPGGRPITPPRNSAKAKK
procasp3 activ = activates human procaspase-3; P42574; recombinant procaspase-3 D3A, Ac-DEVD-pNA absorbance 405 nm; activation, % at 8.5 µM; 330,000 compounds, 0.11% hits; AID 463141;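 active means activation above the mean of all tested compounds plus 3 SD, cut at about 21% in these data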;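 further: 0% = DMSO alone and 100% = DMSO wells spiked with extra 5 µM PC-3 D3A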
Target sequence (P42574 whole entry D9A/D28A/D175A): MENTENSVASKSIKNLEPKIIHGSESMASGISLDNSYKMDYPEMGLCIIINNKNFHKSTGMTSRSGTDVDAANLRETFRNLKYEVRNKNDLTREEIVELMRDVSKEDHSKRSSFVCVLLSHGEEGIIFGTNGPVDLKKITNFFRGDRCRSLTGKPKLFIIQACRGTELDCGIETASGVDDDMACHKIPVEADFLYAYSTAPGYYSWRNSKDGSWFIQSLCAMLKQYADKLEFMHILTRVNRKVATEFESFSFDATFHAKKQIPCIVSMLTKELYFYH
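Compound: 8.5 µM single point, 0.8% DMSO / Material: Autoprocessing-dead procaspase-3 D3A mutant enzyme / Timing: 1 h preincubation plus 2 h reaction at 25 °C / Medium: Zinc-free HEPES/NaCl buffer with 0.01% Triton X-100 at pH 7.4 / Technique: 405 nm absorbance of p-nitroaniline, reads at 0 and 120 min / Repeats: one well per compound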
HCV core dimer = blocks dimerization of HCV core protein | TR-FRET GST/Flag-core106 dimerization, 1536-well | inhibition, % at 5 µM | 300,000 compounds, 0.33% hits | AID 1899;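 active means inhibition above the mean of all tested compounds plus 3 SD, set per screening campaign, cut at about 45% in these data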
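assay system = GST-tagged and Flag-tagged HCV core protein residues 1-106 | controls = unlabelled core106 and no-GST-core106 wells | incubation = compound-protein-antibody incubation 4 h at 22.5 °C | probe or stimulus = Eu donor and XL665 acceptor anti-tag antibodies | read-out = % inhibition based on acceptor/donor emission ratio | signal = TR-FRET 671 and 617 nm emission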
GRK2 aptamer HTS = inhibitors of human GRK2 displacing RNA aptamer | bead flow cytometry, FAM-aptamer displacement from GRK2 | inhibition of aptamer binding, % at 10 µM | 330,000 compounds, 0.59% hits | AID 488847;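 active means inhibition of aptamer binding above 40%, roughly 3 SD of noise, on plates passing a quality check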;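 further: median bead fluorescence of bound FAM aptamer so fluorescent compounds give negative values; no value below 0 was filed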
JMJD2C inh = human JMJD2C demethylase inhibition; Q9H3R0; GST-JMJD2C(1-420) H3K9me3 demethylation, DELFIA europium; 330,000 compounds, 0.069% hits; inhibition, % at 2.35 µM;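 active means more than half of a compound's replicate wells show inhibition beyond 50%, single wells judged on their own value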;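 further: signal counts dimethyl H3K9 product captured on neutravidin plate; 0% = median of DMSO wells and 100% = 0.3 times that DMSO median; strong numbers were not always called active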
CTSL1 counter = blocks F. hepatica cathepsin L1 in PFM18AAP counter-screen; inhibition, % at 5.96 µM; 300,000 compounds, 0.49% hits; recombinant F. hepatica cathepsin L1, Z-Leu-Arg-MCA fluorescence;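 active means inhibition above the mean of all tested compounds plus 3 SD, set per screening campaign, cut at about 17% in these data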;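 further: 0% = plate median of test compound wells and 100% = 1 µM Z-Phe-Ala-diazomethylketone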
PP5 inh = blocks human protein phosphatase 5 activity | AID 1987 | P53041 | purified PP5c, OMFP substrate fluorescence | 320,000 compounds, 0.18% hits | inhibition, % at 6.7 µM;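 active means inhibition above the campaign's mean inhibition across all tested compounds plus 3 SD, cut at about 9.5% in these data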;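 further: 0% = DMSO only and 100% = 100 µM cantharidin control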
Target sequence (P53041 whole entry, looked up): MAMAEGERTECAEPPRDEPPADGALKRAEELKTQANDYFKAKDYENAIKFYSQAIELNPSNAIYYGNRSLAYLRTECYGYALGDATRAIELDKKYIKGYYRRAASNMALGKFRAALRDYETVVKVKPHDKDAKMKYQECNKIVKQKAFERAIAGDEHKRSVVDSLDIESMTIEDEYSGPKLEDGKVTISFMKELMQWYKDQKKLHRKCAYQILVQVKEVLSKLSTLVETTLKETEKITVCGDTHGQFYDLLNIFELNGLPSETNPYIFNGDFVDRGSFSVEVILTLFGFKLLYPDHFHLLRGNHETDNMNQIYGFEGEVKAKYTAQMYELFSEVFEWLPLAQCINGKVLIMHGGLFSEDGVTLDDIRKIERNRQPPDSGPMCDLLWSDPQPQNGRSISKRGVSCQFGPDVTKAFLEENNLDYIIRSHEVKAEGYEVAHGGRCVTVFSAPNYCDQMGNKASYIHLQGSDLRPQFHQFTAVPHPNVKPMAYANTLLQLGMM
proCasp7 act = counter-screen for procaspase-3 activators: activators of human procaspase-7 | P55210 | recombinant procaspase-7, Ac-DEVD-pNA absorbance 405 nm; D23A/D198A/D206A triple mutant, cannot self-cleave; scale: DMSO 0, 5 µM enzyme 100 | activation, % at 8.5 µM | 330,000 compounds, 0.093% hits;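 active means percent activation above the screen-wide mean plus 3 SD, cut at about 25% in these data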
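Assay system: Uncleavable procaspase-7 mutant enzyme / Input: 2 µM procaspase-7 mutant as dispensed / Dosing: single nominal 8.5 µM compound dose, 0.8% DMSO final / Timing: 1 h enzyme–compound preincubation and 2 h substrate reaction, both 25 °C / Detection: p-Nitroaniline absorbance at 405 nm, read at 0 and 120 min / Replication: singlicate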
VLA-4 inh = inhibition in a human VLA-4 binding assay. P13612. VLA-4 expressing cells, ligand binding flow cytometry. inhibition, % (about 7 µM as worked out from the volumes in the protocol). 330,000 compounds, 0.2% hits; in the data active means inhibition above about 50%
The depositor's hits bear a star; i = inactive; · = not tested or not shown; & = joins results of further samples.

[1] CCN(CC)c1ccc(C=N/C(C#N)=C(\N)C#N)cc1
[2] Cc1cccc(-n2ccnc2SCC(=O)Nc2nccs2)c1
[3] Cn1c(SCC(=O)N2CCOCC2)nnc1-c1ccncc1
[4] CCCCc1cc(=O)oc2cc(OCC(=O)N3CCC(C(=O)O)(c4ccccc4)CC3)ccc12
[5] O=C(CNS(=O)(=O)c1ccc2ccccc2c1)OCc1csc(-c2ccccc2)n1
[6] CCn1c(COc2ccc(Cl)cc2)nnc1SCC(=O)Nc1ccc2c(c1)OCCO2

Assay by compound	1	2	3	4	5	6
PP1 inh	1	-2	1	-1	3	-1
procasp3 activ	8	-4	-4	8	-2	-1
HCV core dimer	-19	0	-2	9	-8	4
GRK2 aptamer HTS	11	1	1	0	100*	0
JMJD2C inh	4	10	-9	·	-3	0&1
CTSL1 counter	1	-3	1	20*	-20	1
PP5 inh	4.3	3.3	0.1	4.3	5.9	4.2
proCasp7 act	8	-10	9	-7	-10	3
VLA-4 inh	i	29	5	-6	0	7

[7] CCCOc1ccc(N2C(=O)C3C(C(C)C)NC4(C(=O)c5ccccc5C4=O)C3C2=O)cc1 (stereo not given)
[8] CC(O)C(O)C(O)C(O)C1NCCS1 (stereo not given)
[9] c1ccc(Cn2ncc3ccccc32)cc1
[10] CN(C)C(=N)c1n[nH]nc1SCc1ccc(Cl)c(Cl)c1
[11] COc1ccc(C)cc1N(CC(=O)Nc1ccc2c(c1)OCCO2)S(C)(=O)=O
[12] Cc1c(NC(=O)CSc2nc3c(cnn3-c3ccccc3)c(=O)[nH]2)c(=O)n(-c2ccccc2)n1C

Assay by compound	7	8	9	10	11	12
PP1 inh	0	0	-1	25*	1	-4
procasp3 activ	2	-2	-7	10	1	-11
HCV core dimer	0	-3	1	4	-3	2
GRK2 aptamer HTS	3	0	26	6	0	1
JMJD2C inh	-17	-7	-1	-7	-12	-3
CTSL1 counter	3	-2	-4	-5	-2	1
PP5 inh	-0.4	2.0	4.6	-0.5	4.2	1.5
proCasp7 act	-7	-6	-5	-1	-2	-4
VLA-4 inh	-4	15	25	-3	13	16

[13] O=S(=O)(Nc1ccncc1)c1ccc(Cl)c(Cl)c1
[14] CC1=CCC2C(=O)N(c3ccc(S(N)(=O)=O)cc3)C(=O)C2C1 (stereo not given)
[15] Cc1ccc2nc(-c3ccncc3)cc(-c3ccccc3)c2c1
[16] Cn1c(=O)oc2cc(S(=O)(=O)NCCN3CCc4ccccc4C3)ccc21
[17] COc1cc(NC(=O)CN2CC(c3ccccc3)CC2=O)cc(OC)c1 (stereo not given)
[18] Cc1ccc2c(c1)-c1nc3ccccc3cc1C2=NC1CCCCC1

Assay by compound	13	14	15	16	17	18
PP1 inh	0	-3	-1	-3	-3	2
procasp3 activ	12	1	1	-6	-3	1
HCV core dimer	1	-1	3	1	-7	-4
GRK2 aptamer HTS	0	2	2	0	0	0
JMJD2C inh	6	31	-4	0	-8	9
CTSL1 counter	-7	2	0	-1	0	-4
PP5 inh	1.3	0.1	0.1	0.0	1.4	-0.3
proCasp7 act	-4	1	1	8	-1	-3
VLA-4 inh	-1	11	1	-3	21	-55

[19] O=C(COc1ccc2ccccc2c1)NNC(=O)c1ccccc1
[20] O=C(Nc1nc2ccc(SC(F)F)cc2s1)c1ccc(NS(=O)(=O)c2ccc(F)c(F)c2)cc1
[21] COc1cccc(C2CC(=O)NC3=C2C(=O)CCC3)c1 (stereo not given)
[22] COC(=O)[C@H](CCSC)NC(=O)Nc1ccc(OC)c(Cl)c1
[23] CC(C)(C)C1CCC(=NNC(=O)CN(c2ccccc2)S(C)(=O)=O)CC1 (stereo not given)
[24] CCc1ccccc1NC(=O)CCS(=O)(=O)c1ccc(C)cc1

Assay by compound	19	20	21	22	23	24
PP1 inh	-2	5	-2	-3	0	-2
procasp3 activ	6	-2	1	-1	-1	9
HCV core dimer	-2	22	3	0	3	7
GRK2 aptamer HTS	2	1	3	0	0	0
JMJD2C inh	-3	9	13	-10	-2	-1
CTSL1 counter	-3	1	0	-3	-3	-4
PP5 inh	-1.9	3.2	1.7	3.6	0.6	-1.1
proCasp7 act	5	-8	2	17	-9	4
VLA-4 inh	12	17	10	30	19	-3

[25] O=C(COc1ccccc1Cl)NCCNC(=O)c1ccccn1
[26] Cc1sc2ccccc2c1CNC[C@H]1O[C@@H](n2cnc3c(N)ncnc32)[C@H](O)[C@@H]1O
[27] CC1CCCN(S(=O)(=O)c2ccc(S(=O)(=O)N3CCCC3)cc2)C1 (stereo not given)
[28] CCOCc1nnc(NC(=O)c2c(OC)cccc2OC)s1
[29] Cc1cccc(C)c1NC(=O)C1CCCN1S(=O)(=O)c1ccc2c(c1)n(C)c(=O)c(=O)n2C (stereo not given)
[30] COc1ccc(S(=O)(=O)N(C(=O)C(C)C)c2ccc3oc(=O)sc3c2)cc1

Assay by compound	25	26	27	28	29	30
PP1 inh	1	·	-2	-1	-3	-5
procasp3 activ	4	13	3	-4	1	-17
HCV core dimer	-11	·	2	-10	1	-4
GRK2 aptamer HTS	0	5	0	0	1	3
JMJD2C inh	-14	22	-7	5	-6	0
CTSL1 counter	-3	·	-2	-1	0	-1
PP5 inh	1.3	·	1.5	0.2	0.3	3.5
proCasp7 act	-2	6	12	-1	9	-37
VLA-4 inh	5	-14	1	2	29	·

From entry 14 up to 27, copied from above:
[14] CC1=CCC2C(=O)N(c3ccc(S(N)(=O)=O)cc3)C(=O)C2C1 (stereo not given)
[15] Cc1ccc2nc(-c3ccncc3)cc(-c3ccccc3)c2c1
[16] Cn1c(=O)oc2cc(S(=O)(=O)NCCN3CCc4ccccc4C3)ccc21
[17] COc1cc(NC(=O)CN2CC(c3ccccc3)CC2=O)cc(OC)c1 (stereo not given)
[18] Cc1ccc2c(c1)-c1nc3ccccc3cc1C2=NC1CCCCC1
[19] O=C(COc1ccc2ccccc2c1)NNC(=O)c1ccccc1
[20] O=C(Nc1nc2ccc(SC(F)F)cc2s1)c1ccc(NS(=O)(=O)c2ccc(F)c(F)c2)cc1
[21] COc1cccc(C2CC(=O)NC3=C2C(=O)CCC3)c1 (stereo not given)

Assay by compound	14	15	16	17	18	19	20	21
PP1 inh	-3	-1	-3	-3	2	-2	5	-2
procasp3 activ	1	1	-6	-3	1	6	-2	1
HCV core dimer	-1	3	1	-7	-4	-2	22	3
GRK2 aptamer HTS	2	2	0	0	0	2	1	3
JMJD2C inh	31	-4	0	-8	9	-3	9	13
CTSL1 counter	2	0	-1	0	-4	-3	1	0
PP5 inh	0.1	0.1	0.0	1.4	-0.3	-1.9	3.2	1.7
proCasp7 act	1	1	8	-1	-3	5	-8	2
VLA-4 inh	11	1	-3	21	-55	12	17	10

[22] COC(=O)[C@H](CCSC)NC(=O)Nc1ccc(OC)c(Cl)c1
[23] CC(C)(C)C1CCC(=NNC(=O)CN(c2ccccc2)S(C)(=O)=O)CC1 (stereo not given)
[24] CCc1ccccc1NC(=O)CCS(=O)(=O)c1ccc(C)cc1
[25] O=C(COc1ccccc1Cl)NCCNC(=O)c1ccccn1
[26] Cc1sc2ccccc2c1CNC[C@H]1O[C@@H](n2cnc3c(N)ncnc32)[C@H](O)[C@@H]1O
[27] CC1CCCN(S(=O)(=O)c2ccc(S(=O)(=O)N3CCCC3)cc2)C1 (stereo not given)

Assay by compound	22	23	24	25	26	27
PP1 inh	-3	0	-2	1	·	-2
procasp3 activ	-1	-1	9	4	13	3
HCV core dimer	0	3	7	-11	·	2
GRK2 aptamer HTS	0	0	0	0	5	0
JMJD2C inh	-10	-2	-1	-14	22	-7
CTSL1 counter	-3	-3	-4	-3	·	-2
PP5 inh	3.6	0.6	-1.1	1.3	·	1.5
proCasp7 act	17	-9	4	-2	6	12
VLA-4 inh	30	19	-3	5	-14	1

The list goes on:
[31] CCn1ccc(C(=O)Nc2ccc(S(=O)(=O)Nc3ccccc3OC)cc2)n1
[32] COc1cccc(-c2nc(-c3ccccc3)nc(N3CCN(C)CC3)c2C#N)c1
[33] COc1cc(C(=S)N2CCOCC2)cc(OC)c1OC(=O)c1ccc(F)cc1
[34] CC(OC(=O)c1ccc(C(C)(C)C)cc1)C(=O)NC1CCCCC1C (stereo not given)
[35] O=C(COC(=O)c1cccs1)Nc1cc(S(=O)(=O)N2CCOCC2)ccc1Cl
[36] CNC(=O)c1ccccc1-c1ccccc1

Assay by compound	31	32	33	34	35	36
PP1 inh	-5	-3	0	-2	0	-1
procasp3 activ	1	-3	-4	1	6	1
HCV core dimer	-2	-2	-7	4	0	-1
GRK2 aptamer HTS	0	1	1	4	0	0
JMJD2C inh	2	-6	19	-18	-6	12
CTSL1 counter	3	0	1	5	1	0
PP5 inh	-1.1	2.8	3.4	3.1	0.2	-0.7
proCasp7 act	18	-1	-5	1	11	10
VLA-4 inh	-5	11	0	11	-4	2

[37] O=C(COC(=O)CCCOc1ccccc1)NC1CCS(=O)(=O)C1 (stereo not given)
[38] CC(C(=O)NCCC1=CCCCC1)N1C(=O)c2ccccc2C1=O (stereo not given)
[39] N/C(=N\OS(=O)(=O)c1ccc2ccccc2c1)c1ccncc1
[40] O=S(=O)(NC1CCCCC1N1CCCCC1)c1ccc(Cl)cc1 (stereo not given)
[41] COc1ccccc1C(=O)COC(=O)C1(C)CC1(Cl)Cl (stereo not given)
[42] O=C1CCCc2oc3c(cc(NS(=O)(=O)c4ccc5c6c(cccc46)C(=O)N5)c4ccccc43)c21
[43] COc1ccccc1CC1(C)NC(=O)N(CC(=O)Nc2cc(C)on2)C1=O (stereo not given)
[44] COc1ccc(OCC(=O)NNC(=S)NC(=O)c2ccc([N+](=O)[O-])cc2)cc1

Assay by compound	37	38	39	40	41	42	43	44
PP1 inh	-8	-1	-2	0	·	20*	0	14
procasp3 activ	-4	-1	-3	-3	5	0	-6	-6
HCV core dimer	2	-4	-1	9	·	7	-1	17
GRK2 aptamer HTS	1	0	0	0	1	0	18	0
JMJD2C inh	-11	-4	3	-5	9	-8	7	8
CTSL1 counter	-42	-1	43*	0	·	1	1	0
PP5 inh	1.5	-2.0	-0.2	0.0	·	3.6	1.9	-1.6
proCasp7 act	-1	8	-10	-1	1	2	3	-15
VLA-4 inh	0	-4	-4	-11	-6	-5	1	0

Three structures already listed, arranged by number of heavy atoms, rising:
[39] N/C(=N\OS(=O)(=O)c1ccc2ccccc2c1)c1ccncc1
[38] CC(C(=O)NCCC1=CCCCC1)N1C(=O)c2ccccc2C1=O (stereo not given)
[43] COc1ccccc1CC1(C)NC(=O)N(CC(=O)Nc2cc(C)on2)C1=O (stereo not given)

Assay by compound	39	38	43
PP1 inh	-2	-1	0
procasp3 activ	-3	-1	-6
HCV core dimer	-1	-4	-1
GRK2 aptamer HTS	0	0	18
JMJD2C inh	3	-4	7
CTSL1 counter	43*	-1	1
PP5 inh	-0.2	-2.0	1.9
proCasp7 act	-10	8	3
VLA-4 inh	-4	-4	1
